High-throughput results as filed in PubChem BioAssay.
Sm TGR inh = inhibitors of Schistosoma mansoni thioredoxin glutathione reductase; Potency, µM (doses to about 114 µM), for inactives: at the highest dose activity change, negative = inhibition, most hits filed as inhibitors; AID 485364; purified TGR, DTNB reduction, TNB absorbance 405 nm; 360,000 compounds, 3% hits; Q962Y6; note: potency is the fitted concentration of half-maximal effect; nearly all actives have a fitted effect of over 60% in size
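TGR 20 nM + NADPH 100 uM (dispensed conc.), cpd preinc 15 min RT; start with NADPH (500 uM addition) then DTNB (15 mM addition). Kinetic TNB absorbance, 405 nm filter. Four-parameter Hill fit across titration.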
AmpC detergent = AmpC beta-lactamase inhibition with detergent present; P00811; AmpC hydrolysis of nitrocefin, absorbance 480 nm, 0.01% Triton; Potency, µM (top dose mostly 114 µM), for inactives: top-dose activity change, negative = inhibition, usual class: inhibitors; 370,000 compounds, 0.041% hits;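 note: potency is the fitted concentration of half-maximal effect; 0% = no-compound wells and -100% = no-enzyme wells; nearly all actives have a fitted effect of over 25% in size; some results filed as inactive show a strong effect at the top dose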
Target sequence (P00811 whole entry, looked up): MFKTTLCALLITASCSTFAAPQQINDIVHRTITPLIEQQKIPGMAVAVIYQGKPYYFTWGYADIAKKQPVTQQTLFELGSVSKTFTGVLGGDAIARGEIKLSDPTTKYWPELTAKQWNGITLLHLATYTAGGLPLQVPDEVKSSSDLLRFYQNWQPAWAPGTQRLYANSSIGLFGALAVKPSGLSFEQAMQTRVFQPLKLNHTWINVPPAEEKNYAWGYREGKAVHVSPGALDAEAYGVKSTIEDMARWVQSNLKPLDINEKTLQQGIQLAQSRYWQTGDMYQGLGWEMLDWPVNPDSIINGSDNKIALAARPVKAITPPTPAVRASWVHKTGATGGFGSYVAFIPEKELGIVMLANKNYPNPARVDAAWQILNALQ
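20 mM phosphate pH 7.0 + 0.01% (detergent screen) or 0.0001% Triton X-100; 5.3 nM AmpC reagent; cpd preinc 15 min RT; nitrocefin (800 uM stock) to start; A480 q20 s × 4 min; Activity was normalised to no-enzyme and no-compound control wells.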
Giardia FBPA inh = inhibitors of Giardia lamblia fructose-1,6-bisphosphate aldolase; A8B2U2; purified Giardia FBPA; 290,000 compounds, 0.71% hits; Potency, µM (highest dose often 59.6 µM), without a hit: at the top dose activity, negative = inhibition, hits mostly inhibitors; note: potency is the fitted concentration of half-maximal effect; nearly all actives have a fitted effect of over 55% in size
Target sequence (A8B2U2 whole entry, looked up): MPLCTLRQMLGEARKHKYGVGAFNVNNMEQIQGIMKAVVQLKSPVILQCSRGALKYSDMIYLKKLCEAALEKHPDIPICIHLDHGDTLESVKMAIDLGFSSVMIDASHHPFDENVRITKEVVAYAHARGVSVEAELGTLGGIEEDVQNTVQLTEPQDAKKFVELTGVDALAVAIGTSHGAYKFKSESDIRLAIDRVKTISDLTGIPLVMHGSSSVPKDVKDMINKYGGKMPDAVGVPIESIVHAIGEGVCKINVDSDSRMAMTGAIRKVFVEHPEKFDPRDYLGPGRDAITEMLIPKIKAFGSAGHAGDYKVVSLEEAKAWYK
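Giardia FBPA (40 nM reagent) was preincubated 10 min at RT with compound (up to 57.5 uM final), then substrate plus GAPDH/TPI/NAD/arsenate coupling system with diaphorase/resazurin was added; resorufin fluorescence (525/598 nm) was read after 20 min.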
HCMV antiviral = inhibitors of human cytomegalovirus; HFF cells, HCMV-luciferase reporter, 72 h; active compounds read low; 410,000 compounds, 4.5% hits; AID 1259415; activity change, negative = inhibition, % at 57.5 µM; in the data active = activity change below about -60%; inconclusive = no clear call, values can overlap the other calls; inactive = above about -39%
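Screen run at 2 compound doses on HFFs infected with reporter HCMV, MOI 1 PFU/cell. Luciferase activity from cell lysates at 72 h post infection gave inhibition relative to buffer-only and Salinomycin wells.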
HCV inh = inhibitors of hepatitis C virus infection | Huh7.5.1 HCVcc-Cre infection, luciferase reporter, 44 h | Potency, µM (titrated, usually from 41.8 µM), inactives show at the highest dose activity change, negative = inhibition, hits mostly inhibitors | 340,000 compounds, 3.4% hits; note: potency is the fitted concentration of half-maximal effect
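Infectious HCV cell culture screen: compound-treated cells (1,000/well, pre-plated 4 h) are infected with HCVcc-Cre at roughly 0.5 moi and grown 44 h. Infection is quantified by luciferase signal after 15 min substrate incubation at room temperature.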
AMA1 RON2 block = disrupts binding of P. falciparum AMA1 to RON2; AID 720542; 360,000 compounds, 0.2% hits; AlphaScreen AMA1-biotinylated RON2 peptide binding; Potency, µM (titrated, usually from 58.2 µM), for inactives: at the highest dose activity change, negative = inhibition, usual class: inhibitors;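 note: potency is the fitted concentration of half-maximal effect; 0% = vehicle wells and -100% = peptide control; nearly all actives have a fitted effect of over 45% in size; some results filed as inactive show a strong effect at the top dose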
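AMA1 (3D7) with his tag at 25 nM final met compounds first, then biotinylated RON2 peptide at 25 nM; detection used donor plus acceptor beads, 10 µg/mL apiece, read by AlphaScreen after 30 min at room temperature.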
* marks the source's active call; other numbers are inactive results; ? = inconclusive; · = not tested or not shown; & = joins results of further samples; ! = not confirmed by another sample; [ ] = dose if it differs, or a comment. Unless noted, calls come from the whole dose curve; as a rule, active = well fitted curve in the direction sought with a large enough effect; inconclusive = small, poorly fitted or top-dose-only effect, or another doubt; inactive = no such curve, though single readings can be large; an effect the other way counts as inactive or inconclusive. Unless noted, % is set by controls: 0 for no effect and ±100 for the full control effect.

SMILES | Sm TGR inh | AmpC detergent | Giardia FBPA inh | HCMV antiviral | HCV inh | AMA1 RON2 block
Cc1cccc(N(C)S(=O)(=O)c2cc(-c3cnc(C4CC4)o3)ccc2C)c1 | 8% | ? | · | ? | · | ·
N#Cc1ccc(C(=O)Nc2ccc([N+](=O)[O-])cc2)c(F)c1 | 10% | 5% | 0% | ? | -7% | -9%
COc1ccc(Nc2nc(N)nc(CSc3nc4cc(OC)ccc4s3)n2)cc1 | 2% | 0% | · | -18 | · | ·
O=C(Nc1cc(Cl)cc(Cl)c1)c1ccc(F)c(S(=O)(=O)NCc2ccccc2Cl)c1 | 22% | 12% | · | -99* | · | ·
Cc1ccc(C(c2nnnn2CCc2ccccc2)N2CCC(C)CC2)cc1 (stereo not given) | 0% | 3% | -17% | ? | ? | -15%
CCCCCCC(=O)N1C/C=C\C(c2ccc(OC)cc2)N(Cc2ccc(F)cc2)C(=O)[C@H]1Cc1ccccc1 (stereo not given in full) | -29% | -2% | -3% | -93* | -20%[8.37 µM] | -2%
CCCCC(=O)Nc1cc(C)c(NC(=O)c2ccco2)cn1 | 0% | -14% | -3% | -6 | 6% | -8%
COC(=O)C1=C(c2ccccc2OCc2ccccc2)C[C@@H]2CC[C@H]1N2C(=O)NCc1ccc(F)cc1 | -2% | 0% | · | -34 | 7.1µM* | -7%
CCOCC(=O)Nc1nnc(Cc2ccc(OC)cc2)s1 | -33% | -9% | 0% | -9 | ? | 0%
Cc1ccc(NC(=O)CSc2nncn2N)cc1C | -1% | -11% | 4% | 107 | 3% | -3%
CCN1C(=O)N(c2cccc3ccccc23)C(C)=CC1(C)C | -14% | ? | -3% | -5 | -3% | -6%
O=C(NC1CCCCC1)C1CCN(c2nccs2)CC1 | -3% | -2% | -3% | 25 | 1% | -7%
CC1CC(C)CN(Cc2nc(N)nc(Nc3ccc4ccccc4c3)n2)C1 (stereo not given) | 2% | 1% | -19% | -3 | 13µM* | 3%
COc1cccc(OC)c1C(=O)Nc1ccccc1NC(=O)c1c(OC)cccc1OC | -12% | -8% | -5% | 16 | 23% | 15%
C[n+]1cn(Cc2ccc(C#N)cc2)c2ccccc21 | -28% | -5% | 3% | -10 | 6% | -2%
COc1ccc(N(CC(=O)NCCc2ccccc2)S(=O)(=O)c2ccc(OC)c(OC)c2)cc1 | 0% | 10% | · | -4 | · | ·
COc1ccc(C(CNC(=O)CNC(=O)c2ccccc2Cl)N2CCCC2)cc1 (stereo not given) | -14% | 0% | · | -18 | 26% | 60%[activator]
CCOCCCNC(=O)C1CCN(S(=O)(=O)c2ccc3nc4c(c(C(=O)O)c3c2)CCCCC4)CC1 | 6% | 1% | -6% | -5 | 21% | 2%
C1=CCC(CN2CCN(C3CCCCCC3)CC2)CC1 (stereo not given) | -8% | ? | 14µM* | -29 | ? | 5%
CC1(C(=O)NCCN2CCOCC2)C=CC2(CCCCC2)N1C(=O)c1ccccc1 (stereo not given) | -12% | ? | 0%&4% | 34 | 2%[8.37 µM] | -6%
Cc1ccccc1CSCC(Nc1ccc(C(=O)O)cc1[N+](=O)[O-])C(=O)O (stereo not given) | -12% | -7% | 30% | -15 | 8% | -4%
CCOC(=O)C(Cc1ccccc1)C(=O)Nc1ccccc1C (stereo not given) | 3% | -2% | 1% | -15 | 0% | 11%
Cc1cc(C=C2C(=O)NC(=O)NC2=O)c(C)n1-c1cccnc1 | -23% | 0% | 1% | -22 | 6% | -11%
C/C(=N\NS(=O)(=O)c1ccc(Cl)c([N+](=O)[O-])c1)c1cc2ccccc2o1 | 50µM* | ? | -11% | 41 | -9% | 4%
Cc1nn(C2CCOC(C)(C)C2)c2c1C(c1ccc3c(c1)OCO3)SCC(=O)N2 (stereo not given) | -36% | 3% | -3% | 1 | -19% | -4%

One compound at a time, as listed above. Screens in order: Sm TGR inh | AmpC detergent | Giardia FBPA inh | HCMV antiviral | HCV inh | AMA1 RON2 block
Record of COc1ccc(N(CC(=O)NCCc2ccccc2)S(=O)(=O)c2ccc(OC)c(OC)c2)cc1 → 0% | 10% | · | -4 | · | ·
Record of C/C(=N\NS(=O)(=O)c1ccc(Cl)c([N+](=O)[O-])c1)c1cc2ccccc2o1 → 50µM* | ? | -11% | 41 | -9% | 4%
Record of Cc1cc(C=C2C(=O)NC(=O)NC2=O)c(C)n1-c1cccnc1 → -23% | 0% | 1% | -22 | 6% | -11%
Record of COc1ccc(C(CNC(=O)CNC(=O)c2ccccc2Cl)N2CCCC2)cc1 (stereo not given) → -14% | 0% | · | -18 | 26% | 60%[activator]
Record of COc1cccc(OC)c1C(=O)Nc1ccccc1NC(=O)c1c(OC)cccc1OC → -12% | -8% | -5% | 16 | 23% | 15%

Continued:
SMILES | Sm TGR inh | AmpC detergent | Giardia FBPA inh | HCMV antiviral | HCV inh | AMA1 RON2 block
C/C(=C\CCC1(C)C2CC3C(C2)C31C)C(=O)O (stereo not given) | 7% | 5% | ? | -1 | 11% | -2%
C/C(=N\NC(=O)c1ccc2c(c1)OCO2)c1ccc(NC(=O)CCCC(=O)O)cc1 | -32% | ? | -4% | -4 | -6% | 23%
O=C(NCCc1cn[nH]c1)C1CCC(=O)N(CCc2cccc(F)c2)C1 (stereo not given) | 0% | -9% | · | 0 | 18% | 1%
Cc1cc(NC(=O)CSc2ccc(Cl)cc2)no1 | -5% | 5% | -10% | -6 | 12% | 0%
CCC(=O)Nc1ccc(Nc2ccccc2)cc1 | -29% | -1% | 1% | -4 | ? | -9%
Cc1c(CN(C)C(=O)c2ccc(Br)o2)cnn1C | -16% | 2% | -1% | 35 | 14% | 2%
CCCCn1nc(C(=O)Nc2ccc(S(=O)(=O)Nc3ncccn3)cc2)c2ccccc2c1=O | -3% | ? | 6% | -2 | 7% | 1%
COC(=O)C1C2c3ccccc3C(c3ccccc32)C1(C)C(=O)OC (stereo not given) | · | · | · | -35 | 6% | 13%
CCOC(=O)N1CCN(C(=O)Nc2ccccc2Cl)CC1 | -3% | -6% | 6% | -31 | 16% | -3%
Cc1c(O)cc2n(c1=O)-c1ccccc1C2(C)C | -1% | -9% | 0% | 15 | 5% | -7%
O=C(c1ccc2c3c(cccc13)CC2)C1CCCN(Cc2ncc[nH]2)C1 (stereo not given) | 6% | -2% | 2% | -4 | -21% | 37%[activator]
COc1ccc(Cl)cc1NC(=O)c1cnccn1 | 13% | -1% | 4% | 65 | ? | 24%
COc1ccc(CCN(C)C(=O)C2CCCN(C3CCN(Cc4ccccc4)CC3)C2)cc1OC (stereo not given) | -23% | ? | 18µM* | -27 | ? | ?
O=C(Nc1ccc(Cl)cc1)c1nc[nH]c1C(=O)N1CCc2ccccc2C1 | -6% | 0% | · | -13 | 6% | 12%
CCN1CCN(c2ccc([N+](=O)[O-])cc2C#N)CC1 | 2% | -6% | 0% | -37 | 1% | -13%
Cc1nn(CC(=O)O)c(C)c1C | 0% | ? | 8% | -90* | 10% | 28%
Cc1ccc(SCC(=O)OCC(=O)NC(C)c2ccc(Br)cc2)cc1 (stereo not given) | 1% | 10% | · | 12 | 20% | 23%
O=C(c1ccco1)N1CCN(C(=O)c2cc(=O)[nH]c3ccccc23)CC1 | -8% | -8% | · | 0 | 8% | -5%
Cc1cccc(CCNC(=O)c2sc3nc4n(c(=O)c3c2C)CCCC4)c1 | -27% | 9% | · | 30 | · | ·
CCN(CC)c1ccc(/C=C2\C(=O)c3ccc(C(=O)O)cc3C2=O)cc1 | 0% | -8% | -6% | -29 | 22% | -12%[11.6 µM]
CC(=O)c1ccc(NC(=S)N2CC(C)CC(C)C2)cc1 (stereo not given) | -8% | -12% | 8% | 29 | 4% | -15%
COc1ccccc1CCNC(=O)c1ccc(NC(=O)CC2SC(N3CCCC3)=NC2=O)cc1 (stereo not given) | 0% | -14% | · | -20 | 0% | -7%
COC(=O)c1ccc(-n2nnnc2SCC(=O)Nc2ccccc2OC)cc1 | -25% | ? | -4% | -7 | -9% | -10%
NCC(=O)NCC(=O)OCc1ccccc1 | 67%[activator] | 9% | -4% | -29 | 2% | 10%
Cc1cc(C)n(-c2cc(N3CCN(S(=O)(=O)c4ccc5ccccc5c4)CC3)ccc2[N+](=O)[O-])n1 | -3% | -5% | 2% | -19 | ? | -1%

(list continues)
SMILES | Sm TGR inh | AmpC detergent | Giardia FBPA inh | HCMV antiviral | HCV inh | AMA1 RON2 block
CCN(CC)c1ccc(/C=N/N2CCN(Cc3ccc(C)cc3C)CC2)c(O)c1 | 4% | -17% | -5% | ? | 6% | ?
Cc1ccc(C)c2[nH]c(=O)c(CCNC(=O)c3ccco3)cc12 | ? | -5% | -2% | -12 | -5% | 1%
C/C(N=Nc1nc2ccccc2s1)=N\Nc1ccccc1O | 0% | 3% | 6% | ? | ? | 46%[activator]
Cn1cnc2cc(NCc3cccs3)ccc21 | ? | 6% | 1% | -6 | 16% | -1%
CCCOc1ccc(C(CC(=O)O)NC(=O)c2ccc3c(c2)OCO3)cc1 (stereo not given) | 7% | -6% | 15% | 11 | 5% | -17%
CCOc1ccc(-c2nnc3ccc(SCC(=O)N4CCN(c5ccccc5)CC4)nn23)cc1 | · | · | · | 0 | -10% | 0%
Cn1c(SCC(=O)N2CCOCC2)nnc1-c1cnccn1 | -1% | 6% | 9% | 12 | 22% | 1%
Cc1ccccc1NP(=O)(c1ccccc1)c1nc2ccccc2s1 (stereo not given) | 7% | 8% | 1% | -2 | -26% | -20%
COc1ccccc1N1CCN(C(=O)c2ccc3nc(-c4ccco4)c(-c4ccco4)nc3c2)CC1 | 14µM* | 2% | 1% | -8 | 11µM*! | -28%
CC(NC(=O)Nc1ccc(Cl)c(Cl)c1)C(c1ccccc1)N1CCOCC1 (stereo not given) | -1% | -12% | -15% | -95* | ? | 40%[activator]
Cc1ccc(C)c(NC(=O)CN2C(=O)COc3ccc(Cl)cc32)c1 | 0% | 25% | · | -1 | · | ·
CC(=O)c1ccc(N2CCN(C(=O)c3ccc(OCc4c(C)noc4C)cc3)CC2)cc1 | 0% | ? | 3% | 3 | -9% | -3%
N=c1oc2cc(O)ccc2cc1C(=O)Nc1ccc(Cl)cc1 | -25% | 2% | -4% | -9 | ? | -9%
CC(C)c1ccc(S(=O)(=O)/N=C2/C=CC(=O)c3ccccc32)cc1 | 8.9µM* | 0% | 14µM* | · | · | ·
CCOC(=O)N/N=C/c1ccc(C)o1 | 0% | 2% | 6% | 22 | -6% | 0%
CCOc1ccc2oc(C(=O)NN3C(C)CCCC3C)c(C)c2c1 (stereo not given) | 1% | ? | 3% | -8 | 13% | ?
CCOc1cc2[nH]c(=S)n(CCCN3CCOCC3)c(=O)c2cc1OCC | 1% | -3% | -3% | -7 | ? | 18%
CS(=O)(=O)N(CC(O)CON=C1c2ccccc2-c2ccccc21)c1ccc(F)cc1 (stereo not given) | -8% | -1% | -2% | -20 | ? | 20%

Looked up above.
Sm TGR inh with `CCOc1ccc2oc(C(=O)NN3C(C)CCCC3C)c(C)c2c1` (stereo not given) = 1%
HCV inh with `CCCOc1ccc(C(CC(=O)O)NC(=O)c2ccc3c(c2)OCO3)cc1` (stereo not given) = 5%
